# M. tuberculosis GlmU = inhibition of mycobacterial GlmU enzyme – biochemical, glucosamine-1-phosphate acetyltransferase (AID 1376). 220,000 tested, 0.25% active. M. tuberculosis GlmU acetyltransferase enzyme assay; higher % means a stronger effect. inhibition, %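 (tested at 30 µM in the primary screen)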, or IC50 in µM where a hit was titrated; in the data active = inhibition above about 13%; inconclusive = no clear call, values can overlap the other calls;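 note: 0% = complete reaction with vehicle and 100% = reaction without substrate; strong numbers were not always called active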
# RmlCD inh 1536 = M. tuberculosis RmlC/RmlD inhibition; inhibition, % at 3.6 µM; 160,000 tested, 0.03% active; AID 1533; P9WH09+P9WH11; RmlC+RmlD coupled enzyme assay, percent inhibition; primary screen in compound mixtures; in the data active = inhibition mostly above about 34%, no sharp cut-off; inconclusive = no clear call, values can overlap the other calls; inactive = mostly below about 22%; note: some results filed as inactive read as strong as hits
# Target sequence (P9WH09 whole entry, looked up): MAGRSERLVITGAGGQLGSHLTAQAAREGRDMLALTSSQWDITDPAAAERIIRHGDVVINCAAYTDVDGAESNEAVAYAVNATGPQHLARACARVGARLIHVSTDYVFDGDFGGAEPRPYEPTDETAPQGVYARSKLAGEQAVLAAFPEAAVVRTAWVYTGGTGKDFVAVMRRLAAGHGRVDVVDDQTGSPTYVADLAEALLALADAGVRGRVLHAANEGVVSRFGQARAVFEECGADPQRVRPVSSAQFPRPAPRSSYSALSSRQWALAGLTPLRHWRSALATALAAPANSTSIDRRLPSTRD
# Target sequence (P9WH11 whole entry, looked up): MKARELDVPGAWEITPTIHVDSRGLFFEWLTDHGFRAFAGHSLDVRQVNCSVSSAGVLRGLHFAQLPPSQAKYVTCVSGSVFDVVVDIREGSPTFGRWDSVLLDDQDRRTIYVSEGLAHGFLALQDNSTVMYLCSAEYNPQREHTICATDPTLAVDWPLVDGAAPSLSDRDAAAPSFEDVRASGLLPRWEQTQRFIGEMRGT
# An asterisk follows results filed as active; ? = inconclusive; . = not tested or not shown; & = joins results of further samples. Only part of the results is shown, so the mix of outcomes need not match the whole.
# Every second line gives: M. tuberculosis GlmU | RmlCD inh 1536
COc1ccc(C(=O)CSc2nnc(-c3ccco3)o2)cc1
→ 3.4% | -9
O=C(NNS(=O)(=O)c1ccc(C(=O)NC2CCCC2)cc1)c1ccncc1
→ -6.2% | 2
COc1ccc2nc(NC(=O)c3cccc(OCc4c(C)noc4C)c3)sc2c1
→ 11% | -4
Cc1ccc(N(CC(=O)Nc2cc(Cl)ccc2Oc2ccccc2)S(C)(=O)=O)c(C)c1
→ 2.9% | .
CCOc1ccccc1CN1CCN(Cc2cccc3c2OCO3)CC1CCO (stereo not drawn)
→ -7.7% | -7
COCCNC(=O)/C(C#N)=C/c1ccc(O)cc1
→ 5.7% | .
C=C(C)C1CC=C(CN2CCC(O)CC2)CC1 (stereo not drawn)
→ -0.2% | .
CCOc1ccc(C(=O)CSCC(=O)O)cc1
→ 2.0% | -3
O=C(CCN1C(=O)/C(=C/c2cccc(Br)c2)SC1=S)NNC(=O)c1cccnc1
→ 2.7% | .
COC(=O)c1ccc(NC(=S)Nc2cccc(C)n2)cc1
→ 1.2% | -8
CC1=CC2=NC(=O)/C(=C\c3cc(C)n(-c4ccc(F)cc4)c3C)C(=N)N2O1
→ -3.0% | 6
COc1ccccc1NC(=O)Cc1noc(CSc2nnc(C(F)(F)F)n2C)n1
→ -8.0% | 18
NN1C(=O)/C(=C\c2ccco2)SC1=S
→ 10% | 3
COc1cc2c(cc1NC(=O)c1cccnc1)CCCC2
→ 2.9% | .
O=c1[nH]c(CSc2nc(-c3ccc(F)cc3)cs2)nc2ccccc12
→ 1.2% | 10

# Every second line gives: M. tuberculosis GlmU | RmlCD inh 1536
CCOC(=O)C1Sc2[nH]c(=O)sc2C(c2ccc(Cl)cc2)C1C(=O)OCC (stereo not drawn)
→ 6.0% | -5
COCc1cc(C)nc(OCC(=O)N/N=C/c2ccc(O)cc2O)c1C#N
→ 0.6% | -9
CCCCCCSc1nsc(N)n1
→ 10% | -6
Cc1nc(NS(=O)(=O)c2ccccc2C)c2c3c(sc2n1)CCC3
→ 1.5% | .
CCCN1/C(=C(/C#N)C2=NS(=O)(=O)c3ccccc32)N(C)c2ccccc21
→ -7.4% | 8
CN(C)c1cccc(C(=O)NNC(=S)NC2CC3CCC2C3)c1 (stereo not drawn)
→ 9.8% | -7
CCOP(=O)(OCC)C(NC(=O)c1cccs1)C(F)(F)F (stereo not drawn)
→ -1.0% | 32
O=C1Nc2ccc(F)cc2C12Nc1ccccc1-c1nnc(SCc3ccccc3)nc1O2 (stereo not drawn)
→ -3.5% | .
Cc1oc2c(C)c3oc(=O)c4c(c3cc2c1C)CCC4
→ 1.8% | .
O=S(=O)(CCN1CCN(c2ccccn2)CC1)c1ccc(Cl)cc1Cl
→ 5.5% | 6
Cc1ccc2c(c1)c(C)c(C)n2CC(O)Cn1nc(C)c(Br)c1C (stereo not drawn)
→ 2.9% | 13
Fc1ccc(/C=N/n2c(-c3cccs3)n[nH]c2=S)cc1
→ 2.8% | .
CCOC(=O)C1NN=C(C(=O)c2ccccc2)C1c1ccc(Cl)cc1 (stereo not drawn)
→ -3.8% | .
Clc1nssc1=Nc1ccccc1
→ 15%* | 4
O=C(CNC(=O)C(c1ccccc1)c1ccccc1)N/N=C\c1cccc(O)c1
→ 1.2% | -2

# Every second line gives: M. tuberculosis GlmU | RmlCD inh 1536
CS(=O)(=O)N(CC(=O)N1CCCCC1)c1ccc(Cl)c(C(F)(F)F)c1
→ -6.1% | .
OCCC1CN(C2CCSCC2)CCN1C1CCCC1 (stereo not drawn)
→ 1.3% | -7
COCCNC(=O)c1c(N)n(Cc2ccco2)c2nc3ccccc3nc12
→ 4.0% | 8
CC(C)c1ccc(NC(=O)COC(=O)CSc2nnc(N)s2)cc1
→ -3.4% | 8
CCOC(=O)CN(C(=O)COc1ccc2c(C)cc(=O)oc2c1)c1ccc(OCC)cc1
→ 6.8% | .
Cc1ccccc1CN1CCCNC1=O
→ 1.1% | 11
CC12CCC(C(=O)NNc3ccccc3)(OC1=O)C2(C)C (stereo not drawn)
→ -5.2% | 8
Cc1cc(NC(=O)CCCN2C(=O)c3cccnc3C2=O)ccc1Br
→ -1.9% | -9
COc1cccc(C2CC(=O)Nc3n[nH]c(-c4ccccc4)c32)c1OC (stereo not drawn)
→ -1.3% | 2
Cc1ccc(S(=O)(=O)CCC(=O)Nc2cccc(C)c2)cc1
→ 1.0% | -9
c1ccc2[nH]c(NN=C3CCCCCC3)nc2c1
→ -1.1% | 2
CCC(C)NC(=O)CSc1nnc(-c2c[nH]c3ccccc23)o1 (stereo not drawn)
→ -3.6% | -15
COc1ccccc1N1C(=O)NC(=O)/C(=C/c2ccc3c(c2)Cc2ccccc2-3)C1=O
→ 5.5% | ?
O=C(N/N=C/c1cccs1)C1CC(=O)N(c2ccccc2)C1 (stereo not drawn)
→ 5.6% | .
O=C(Nc1ccc(Cl)cc1)N(Cc1cccs1)Cc1cccs1
→ -8.5% | -6

# Every second line gives: M. tuberculosis GlmU | RmlCD inh 1536
O=[N+]([O-])c1cc(F)c(N2CCCCC2)cc1Br
→ 2.2% | .
Cc1ccc(COC(=O)c2nn(C)c(=O)c3ccccc23)cc1
→ 1.5% | 5
O=C(CN1CCCCC1)Nc1ccccc1Oc1ccccc1
→ -3.5% | 0
COc1ccc(C2c3c(ncn(Cc4ccco4)c3=N)Oc3ccc4ccccc4c32)cc1 (stereo not drawn)
→ -3.2% | 10
Cc1ccc2c(c1)[C@@H]1CN(C)CC[C@@H]1N2S(=O)(=O)c1ccc([N+](=O)[O-])cc1
→ -0.1% | -8
CCOc1cc(C(N)=O)cc(OCC)c1OCC
→ 0.2% | 6
O=C(/C=C/c1ccccc1)NC(NC(=S)Nc1ccc(C(=O)O)cc1)C(Cl)(Cl)Cl (stereo not drawn)
→ 2.9% | 8
O=C(c1cccc(F)c1)N1C2C=CC(C2)C1(C(F)(F)F)C(F)(F)F (stereo not drawn)
→ 0.9% | 1
O=C(NCc1ccccn1)C(=O)NN=C1CCCCCCC1
→ 1.5% | 46
Cc1ccc(C(=O)N/N=C/c2ccc(-c3ccccc3[N+](=O)[O-])o2)cn1
→ -0.4% | 5
Cn1c(CNc2ccc(F)cc2)nnc1SCC(=O)NNC(=O)Cc1ccccc1
→ -5.9% | -3
CCc1cc2c(=O)c(-c3nc4ccccc4n3C)c(C)oc2c(CN(CC)CC)c1O
→ 2.5% | 4
O=C(O)c1sc2cc(Cl)ccc2c1Cl
→ -1.2% | 10
COc1ccc(-c2nnc3sc(-c4ccco4)nn23)cc1OC
→ 1.7% | 1
O=C(c1csc2ccccc12)N1CCN(c2ccc(Cl)c(Cl)c2)CC1
→ 1.1% | .

# Every second line gives: M. tuberculosis GlmU | RmlCD inh 1536
CCN(CC)CCCN(C(C)=O)c1nc(-c2cc(OC)ccc2OC)cs1
→ 1.7% | 7
COc1cc(CNCCCO)ccc1OCC(=O)NC(C)(C)C
→ -3.9% | .
CCc1ccc(-c2cn(C3CCCCC3)c(=S)[nH]2)cc1
→ -2.8% | -15
CSCCC(NS(=O)(=O)c1ccc(Cl)cc1)C(=O)OCC(=O)N1CCOCC1 (stereo not drawn)
→ 5.0%&4.2% | 10
O=C(c1ccccc1S(=O)(=O)NCc1ccccc1)N1CCCCC1
→ -1.4% | -4
COc1ccc(C(=O)Nc2ccc3[nH]c(-c4cccc(OC)c4)cc(=O)c3c2)cc1
→ -3.8% | .
Cc1cc(C(=O)N/N=C/c2cc(Br)ccc2OC(=O)c2ccccc2)n[nH]1
→ . | 47
O=C(CSc1ccc(-c2ccco2)nn1)N1CCCCCC1
→ -3.7% | -8
O=C(Cc1cccs1)Nc1nnc(SCC(=O)N2CCCCC2)s1
→ -2.2% | -5
O=C(NCCOCc1ccccc1)C(c1ccccc1)c1ccccc1
→ 1.5% | -6
CCc1nc2ccccc2c(C(=O)OCC(=O)Nc2cccc(S(=O)(=O)N3CCOCC3)c2)c1C
→ 3.2% | 0
Cc1cc(N2CCCC2=O)ccc1S(=O)(=O)N1CCOCC1
→ 6.7% | 10
Cc1ccc(NC(=O)C(=O)c2cn(CC(=O)N3CCCCC3)c3ccccc23)cc1
→ -0.3% | 8
Cn1c(=O)cc(OCCCC(=O)N2CCCCC2)c2ccccc21
→ 2.6% | .
Cc1ccsc1/C=N/NC(=O)c1cccnc1
→ 4.7% | -12

# Every second line gives: M. tuberculosis GlmU | RmlCD inh 1536
CC1CCC2=NN(C(=O)c3ccco3)C(O)(C(F)(F)F)C2C1 (stereo not drawn)
→ 1.7% | 3
O=C(c1ccc(S(=O)(=O)c2cccc(Cl)c2)c([N+](=O)[O-])c1)N1CCN(Cc2ccccc2)CC1
→ 0.8% | 2
C/C=C(\C)CN1CCCC(CO)(Cc2ccccc2)C1 (stereo not drawn)
→ 0.5% | -7
Cc1ccccc1Nc1nnc(C)c(=O)n1N
→ 3.9% | .
CCCCC[C@H](O)/C=C/[C@H]1[C@H](O)CC(=O)[C@@H]1CCCCCCC(=O)O
→ 4.5% | .
O=C(NC1CCCCCC1)C1CCCN(S(=O)(=O)c2cccs2)C1 (stereo not drawn)
→ 3.8% | 7
CCC(Sc1nnnn1-c1ccccc1)C(=O)Nc1nc2ccccc2s1 (stereo not drawn)
→ 0.4% | -4
S=C(NCCc1ccccc1)N1CCN(Cc2ccccc2)CC1
→ -3.4% | -7
CCOC(=O)c1ccc(N2Cc3ccccc3C2)cc1O
→ 0.3% | -7
O=C(CN1CCC(n2nnc3cc(F)ccc32)CC1)NCCc1ccccc1
→ -0.8% | .
CCN(CC)S(=O)(=O)c1cccc(NC(=O)c2ccc(C#N)cc2)c1
→ 2.2% | -9
Cc1cc(-c2nnc(CCC(=O)N3CCN(Cc4cccnc4)CC3)o2)c(C)o1
→ 2.6% | .
COc1ccc(-c2noc(-c3ccccc3F)n2)cc1
→ 4.0% | -6
Cc1cccc(OCc2nnc(SCc3cc(=O)n4cc(Br)ccc4n3)o2)c1
→ 7.1% | -11
O=C(CSc1nc2c(c(=O)[nH]1)CN(Cc1ccc(F)cc1)CC2)Nc1ccc(F)cc1
→ 3.8% | 3

# Not a retest: an excerpt of the list.
# Every second line gives: M. tuberculosis GlmU | RmlCD inh 1536
CC1CCC2=NN(C(=O)c3ccco3)C(O)(C(F)(F)F)C2C1 (stereo not drawn)
→ 1.7% | 3
O=C(c1ccc(S(=O)(=O)c2cccc(Cl)c2)c([N+](=O)[O-])c1)N1CCN(Cc2ccccc2)CC1
→ 0.8% | 2
C/C=C(\C)CN1CCCC(CO)(Cc2ccccc2)C1 (stereo not drawn)
→ 0.5% | -7
Cc1ccccc1Nc1nnc(C)c(=O)n1N
→ 3.9% | .
CCCCC[C@H](O)/C=C/[C@H]1[C@H](O)CC(=O)[C@@H]1CCCCCCC(=O)O
→ 4.5% | .
O=C(NC1CCCCCC1)C1CCCN(S(=O)(=O)c2cccs2)C1 (stereo not drawn)
→ 3.8% | 7

# New compounds follow:
# Every second line gives: M. tuberculosis GlmU | RmlCD inh 1536
CCC(Sc1nnnn1-c1ccccc1)C(=O)NC(C)c1ccccc1 (stereo not drawn)
→ -4.7% | -6
Cc1nn(-c2ccc(C(=O)O)cc2)c2c1C(=O)CC(C)(C)C2
→ 1.3% | 36
CCOc1ccc(N2C(=O)CC(N(CCc3ccc(OC)c(OC)c3)C(=S)Nc3ccccc3)C2=O)cc1 (stereo not drawn)
→ 7.9% | 8
Cn1ncc(Br)c1C(=O)OCC(=O)Nc1nc(-c2ccccc2)cs1
→ 2.4% | .
Cc1ccc2c(Cl)c(C(=O)Nc3cc(C)on3)sc2c1
→ 1.8% | .
O=C(CCn1nc(-c2ccc(Cl)cc2)c2ccccc2c1=O)NCCN1CCOCC1
→ 6.4% | .
Cc1cc(CN2CCCCC2)oc1C(=O)O
→ 1.5% | .
Cc1noc(C)c1COC(=O)c1ccc2ccccc2n1
→ 1.3% | .
Cc1cccc(CC(=O)Nc2c3c(nn2-c2cccc(Cl)c2)CS(=O)C3)c1 (stereo not drawn)
→ 1.8% | .
Cn1c(=NC(=O)CN2C(=O)C3CC=CCC3C2=O)sc2ccccc21 (stereo not drawn)
→ -0.2% | 4
O=C1OCCN1CC(=O)N1CCc2c([nH]c3ccccc23)C1c1ccccn1 (stereo not drawn)
→ -2.4% | 8
CCCCCCCCN=Cc1c(O)[nH]c(=O)[nH]c1=O
→ -7.2% | -5
Cc1cc2nc(C)n(CCCNC(=O)Nc3ccccc3)c2cc1C
→ 1.9% | 17
O=C(Nc1cccc(Cl)c1)OCc1cn(-c2ccccc2)nn1
→ 6.3% | -9
Cc1c(N2C(=O)C(=O)/C(=C(/O)c3ccc(Br)cc3)C2c2cccnc2)c(=O)n(-c2ccccc2)n1C (stereo not drawn)
→ -0.2% | -2

# Every second line gives: M. tuberculosis GlmU | RmlCD inh 1536
O=C(NC(=S)Nn1cnnc1)c1ccccc1Br
→ -1.9% | 4
Cc1cc(C)c(C(N)=O)c(SCC(=O)c2cc(C)c(C)cc2C)n1
→ 3.5% | -2
COc1ccc(CN2CCN(C(=O)c3cccs3)CC2)cc1
→ 4.3% | -2
O=C(CSc1nc(-c2ccccc2)cs1)NCCN1C(=O)CSC1=O
→ 1.6% | 0
Cn1c(SCC(=O)Nc2cccc(S(=O)(=O)N3CCOCC3)c2)nnc1-c1ccncc1
→ 2.9% | 11
Cc1cc(NC2CCCCC2)nc(N2CCOCC2)n1
→ 2.7% | .
Cc1cc(C)c2cc(CN(Cc3ccco3)C(=O)NCc3ccccc3)c(=O)[nH]c2c1
→ -5.9% | .
Cc1nc(C)c(C(=O)OCC(=O)N2CCN(c3ccccc3)CC2)s1
→ 7.3% | -7
CCC1=NN2C(=N)/C(=C/c3cc(C)n(Cc4ccccc4)c3C)C(=O)N=C2S1
→ 3.7% | -11
S=c1nc[nH]c2c1ncn2C1CCCO1 (stereo not drawn)
→ -0.5% | -4
O=C(Nc1ccc2[nH]ccc2c1)c1cccs1
→ 0.2% | 10
Cc1nc(C(=O)NNC(=O)c2ccc(C(F)(F)F)cc2)cs1
→ -0.6% | -51
